# Screening data deposited in PubChem by The Scripps Research Institute Molecular Screening Center.
# EBNA-1 inhibitor: blocks EBNA-1 binding to DNA; EBNA-1 DNA binding, fluorescence polarization; inhibition, % at 14.8 µM; 300,000 tested, 0.34% active; AID 1950; in the data active = inhibition above about 28%
# PAD4 inh: PAD4 (human) enzyme inhibition; inhibition, % at 6.36 µM; Q9UM07; recombinant PAD4, RCA probe fluorescence polarization; 330,000 tested, 0.41% active;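 active = percent inhibition above a cutoff equal to the mean of all tested compounds plus 3 SD, cut at about 15% in these data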;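 also: 0% = PAD4 with RCA probe and DMSO and 100% = probe without PAD4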
# Target sequence (Q9UM07 whole entry, looked up): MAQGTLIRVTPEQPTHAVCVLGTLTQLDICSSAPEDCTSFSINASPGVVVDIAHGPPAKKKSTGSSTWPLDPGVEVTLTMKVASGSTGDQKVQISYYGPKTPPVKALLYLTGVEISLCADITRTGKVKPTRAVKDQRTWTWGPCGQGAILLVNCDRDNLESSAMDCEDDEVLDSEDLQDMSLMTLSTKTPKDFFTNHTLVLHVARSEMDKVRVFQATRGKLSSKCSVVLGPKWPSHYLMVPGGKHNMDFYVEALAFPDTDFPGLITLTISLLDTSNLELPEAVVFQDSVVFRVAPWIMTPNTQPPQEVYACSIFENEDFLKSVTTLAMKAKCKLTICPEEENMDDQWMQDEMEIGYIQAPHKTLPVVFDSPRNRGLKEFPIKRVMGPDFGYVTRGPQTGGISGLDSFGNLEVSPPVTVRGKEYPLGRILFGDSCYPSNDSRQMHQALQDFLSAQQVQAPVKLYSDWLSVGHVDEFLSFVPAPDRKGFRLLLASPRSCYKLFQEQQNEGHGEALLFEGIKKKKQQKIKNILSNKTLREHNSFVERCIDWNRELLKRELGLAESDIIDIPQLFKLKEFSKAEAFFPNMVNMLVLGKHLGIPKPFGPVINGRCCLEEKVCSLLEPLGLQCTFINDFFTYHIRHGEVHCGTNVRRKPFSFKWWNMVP
# LYPLA1 counter: blocks human lysophospholipase 1, a PME1 counter-screen; O75608; recombinant LYPLA1, FP-Rh probe fluorescence polarization; inhibition, % at 5.9 µM; 320,000 tested, 0.16% active; AID 2174;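 active = inhibition above the mean of all tested compounds plus 3 SD, set per campaign, cut at about 14% in these data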;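 also: inhibitors block serine hydrolase probe labeling of LYPLA1 so polarization falls; 0% = enzyme with DMSO and 100% = wells lacking LYPLA1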
# Target sequence (O75608 whole entry, looked up): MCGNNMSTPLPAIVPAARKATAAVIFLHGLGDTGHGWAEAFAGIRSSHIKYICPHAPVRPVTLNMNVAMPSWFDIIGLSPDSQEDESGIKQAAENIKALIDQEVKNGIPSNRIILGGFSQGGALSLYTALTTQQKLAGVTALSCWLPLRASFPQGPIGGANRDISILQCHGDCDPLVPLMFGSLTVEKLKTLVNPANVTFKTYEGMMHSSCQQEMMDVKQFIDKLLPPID
# GSTO1 counter: counter-screen for RBBP9 inhibitors: inhibitors of human GSTO1; 300,000 tested, 1.1% active; inhibition, % at 5.96 µM; P78417; recombinant GSTO1, activity-based probe fluorescence polarization;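 active = inhibition above the campaign mean inhibition plus 3 SD, cut at about 35% in these data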;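 also: 0% = GSTO1-1 with DMSO and 100% = wells lacking GSTO1-1 enzyme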
# PAFAH1B3 FP inh: PAFAH1B3 (human) inhibition | Q15102 | recombinant PAFAH1B3, FP-rhodamine probe, fluorescence polarization | inhibition, % at 3.39 µM | 340,000 tested, 0.28% active;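 active = inhibition above the screen-wide average of all tested compounds plus 3 SD, cut at about 25% in these data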;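 also: 0% = enzyme with DMSO only and 100% = wells lacking PAFAH1B3 protein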
# PREPL inhibitor: inhibits the human prolyl oligopeptidase-like enzyme; Q4J6C6; recombinant PREPL, fluorescence polarization activity-based probe; inhibition, % at 5.96 µM; 320,000 tested, 0.68% active; AID 2751; in the data active = inhibition above about 43%;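 also: 0% = enzyme with DMSO and 100% = wells lacking enzyme; many of its hits are not listed in these tables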
# LYPLA2 counter: LYPLA2 (human) inhibition in PME1 counter-screen | O95372 | recombinant LYPLA2, FP-Rh probe fluorescence polarization | inhibition, % at 5.9 µM | 320,000 tested, 0.38% active | AID 2177;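 active = inhibition above the screen-wide mean plus 3 SD, limit set per campaign, cut at about 26% in these data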;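 also: 0% = LYPLA2 with DMSO and 100% = wells lacking LYPLA2 enzyme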
# Target sequence (O95372 whole entry, looked up): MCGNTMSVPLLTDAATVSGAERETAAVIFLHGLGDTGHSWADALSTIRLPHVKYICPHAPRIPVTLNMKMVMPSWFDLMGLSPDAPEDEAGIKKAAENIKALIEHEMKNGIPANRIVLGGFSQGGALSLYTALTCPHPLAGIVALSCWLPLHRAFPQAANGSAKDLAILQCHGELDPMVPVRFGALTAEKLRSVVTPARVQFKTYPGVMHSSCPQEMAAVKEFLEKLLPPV
# PAFAH2 inh: inhibitors of human PAFAH2. Q99487. recombinant PAFAH2, FP-rhodamine activity probe, fluorescence polarization. inhibition, % at 3.39 µM. 340,000 tested, 0.99% active. AID 492956;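 active = inhibition above the mean over all tested compounds plus 3 SD, cut at about 30% in these data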;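 also: inhibitors block probe labeling of enzyme so polarization drops; 0% = enzyme with DMSO and 100% = wells lacking PAFAH2 protein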
# ZTA DNA inh: counter-screen for EBNA-1 inhibitors: inhibitors of Epstein-Barr virus ZTA; ZTA-DNA binding, fluorescence polarization; inhibition, % at 11 µM; 320,000 tested, 0.15% active; in the data active = inhibition above about 33%
# * hit, by the source's call; x = not tested or not shown. Only part of the results is shown (hit frequency here may not be typical).
structure	EBNA-1 inhibitor	PAD4 inh	LYPLA1 counter	GSTO1 counter	PAFAH1B3 FP inh	PREPL inhibitor	LYPLA2 counter	PAFAH2 inh	ZTA DNA inh
CC(=O)c1cnc2nc(C(F)(F)F)nn2c1C	-4.2	-9.5	-1.0	6.1	2.1	-13.3	-4.7	-1.0	-4.4
c1ccc(Nc2cccc3c(Nc4ccccc4)cccc23)cc1	1.2	-2.4	-1.9	-5.3	5.2	8.3	-0.2	-1.1	5.0
Cc1oc(-c2cc(F)ccc2F)nc1CN1CCN(C)C(=O)[C@@H]1C	1.8	-2.6	2.0	3.3	5.9	2.0	-0.7	-4.5	7.0
CCc1nnc(NC(=O)Cn2nc(-c3ccc(OC)c(OC)c3)ccc2=O)s1	2.1	7.0	2.8	2.0	1.6	-1.1	1.8	6.8	-13.0
COc1ccc(CNC(=O)c2oc3ccc(S(=O)(=O)N4CCOCC4)cc3c2C)cc1	-8.3	1.2	0.9	-2.2	6.5	3.6	2.9	-7.0	-8.2
O=C1c2ccccc2C(O)N1c1cccnc1 (stereo not drawn)	3.8	0.5	4.7	3.9	6.0	22.9	6.9	0.9	-3.0
COc1ccc(OC)c(CCNC(=O)c2ccc(CS(=O)Cc3ccc(Cl)cc3)o2)c1 (stereo not drawn)	1.9	0.1	-5.1	-2.8	11.2	8.6	-4.3	-3.5	-1.7
CCCCN(CCCC)CCNC(=O)c1cn(C)c2ccc(S(=O)(=O)N(C)C3CCCCC3)cc2c1=O	-14.3	-0.1	0.7	4.7	-1.8	2.0	0.3	1.1	5.1
COC(=O)c1nn(-c2cccc(Cl)c2)cc(OC)c1=O	8.9	4.5	1.7	-0.7	-3.1	16.7	2.4	6.3	-23.1
COc1ccc(N2C(=O)C(CC(=O)Nc3ccccc3)N(CCc3ccc(OC)c(OC)c3)C2=O)cc1 (stereo not drawn)	-0.7	-3.1	0.7	-0.2	7.9	3.6	3.1	3.9	7.0
O=S(=O)(c1cccc(-c2nnc(-c3cccnc3)o2)c1)N1CCCCC1	2.1	-2.8	5.1	0.7	2.7	4.6	5.1	11.7	8.8
CCOc1ccc(C(O)c2nccn2C)cc1 (stereo not drawn)	2.2	-0.2	3.6	7.6	3.9	-6.7	6.6	2.1	-11.3
CCN1CCN(C(=O)c2ccccc2N(Cc2ccccc2)S(C)(=O)=O)CC1	-5.3	0.2	4.5	-1.6	2.5	5.4	6.0	-1.7	-5.9
CSc1ccc(CCNC(=O)c2cc(-c3ccccc3)c(N3CCOCC3)s2)cc1	-3.5	-1.3	-6.7	-0.3	3.3	10.4	2.9	-1.0	7.5
COc1ccc(C2OC(=O)CC2C(=O)NC2CCCCCC2)cc1OC (stereo not drawn)	7.7	-1.5	1.5	3.8	-2.5	20.6	4.9	-8.4	-10.5
CC(=O)Nc1ccc(C=NNc2ccc([N+](=O)[O-])cc2S(=O)(=O)Nc2ccccc2C(=O)O)cc1	x	-4.2	x	x	2.1	20.0	x	1.4	x
CC(Oc1ccccc1)C(=O)OCC(=O)NC(=O)NC1CCCCC1 (stereo not drawn)	x	1.9	1.9	x	-4.1	3.5	-1.9	2.0	3.0
O=C(CSc1nc2c(c(=O)n1-c1ccc(Br)cc1)SCC2)NCC1CCCO1 (stereo not drawn)	5.9	-0.9	1.9	-2.5	0.2	11.1	0.4	0.2	7.0
CC(C)(C)NC(=O)c1ccc2c(c1)N(CC(=O)N1CCCCC1)C(=O)C(C)(C)O2	-19.2	-1.7	-1.7	-2.1	0.6	8.6	-2.0	6.4	12.4
CCCCSCc1cc(C(=O)O)oc1C(C)(C)C	-6.2	3.0	1.1	1.9	7.8	-0.6	-3.6	3.8	5.3
OCc1nc2ccccc2n1/N=C/c1cccs1	-1.9	-0.3	0.8	-7.2	9.1	-2.7	-1.1	9.4	-17.6
COc1ccc2nc(N3CCC(C)CC3)c(C#N)cc2c1	-15.0	-12.5	3.1	9.7	17.2	18.5	-4.9	1.1	-15.4
Cc1ccc(NC(=O)/C=C/c2cccc(C(F)(F)F)c2)cc1	7.1	-5.9	-10.7	-4.4	2.8	0.6	-2.1	-4.9	11.9
O=[N+]([O-])c1ccc(Oc2ccc(F)cc2)c2ccncc12	-4.6	-11.7	0.8	9.6	0.0	14.6	56.6*	4.8	-19.3
CC(Oc1ccc(Cl)cc1)c1ccn[nH]1 (stereo not drawn)	10.6	-1.9	0.9	2.1	5.7	-13.8	14.1	-0.7	-7.3

# An excerpt of these results, with each value named:
CCCCN(CCCC)CCNC(=O)c1cn(C)c2ccc(S(=O)(=O)N(C)C3CCCCC3)cc2c1=O
  EBNA-1 inhibitor: -14.3	PAD4 inh: -0.1	LYPLA1 counter: 0.7	GSTO1 counter: 4.7	PAFAH1B3 FP inh: -1.8	PREPL inhibitor: 2.0	LYPLA2 counter: 0.3	PAFAH2 inh: 1.1	ZTA DNA inh: 5.1
CC(=O)c1cnc2nc(C(F)(F)F)nn2c1C
  EBNA-1 inhibitor: -4.2	PAD4 inh: -9.5	LYPLA1 counter: -1.0	GSTO1 counter: 6.1	PAFAH1B3 FP inh: 2.1	PREPL inhibitor: -13.3	LYPLA2 counter: -4.7	PAFAH2 inh: -1.0	ZTA DNA inh: -4.4
O=C(CSc1nc2c(c(=O)n1-c1ccc(Br)cc1)SCC2)NCC1CCCO1 (stereo not drawn)
  EBNA-1 inhibitor: 5.9	PAD4 inh: -0.9	LYPLA1 counter: 1.9	GSTO1 counter: -2.5	PAFAH1B3 FP inh: 0.2	PREPL inhibitor: 11.1	LYPLA2 counter: 0.4	PAFAH2 inh: 0.2	ZTA DNA inh: 7.0

# Next part:
structure	EBNA-1 inhibitor	PAD4 inh	LYPLA1 counter	GSTO1 counter	PAFAH1B3 FP inh	PREPL inhibitor	LYPLA2 counter	PAFAH2 inh	ZTA DNA inh
Cc1ccc(C)c(Nc2cc(C)nc3ncnn23)c1	5.6	-1.7	1.7	5.5	5.7	0.2	6.2	5.6	-0.5
COC(=O)c1c(C(=O)OC)c2ccccn2c1C(=O)c1ccc([N+](=O)[O-])cc1	5.3	6.9	-3.3	-1.1	-2.5	10.5	-8.2	3.8	-1.8
COCCNC(=O)c1ccc(CN2CCC(Cc3ccccc3)CC2)cc1	1.5	2.0	5.0	0.3	5.6	13.1	2.3	-1.2	15.2
CC1CCC(N2CCN(S(=O)(=O)Cc3ccccc3)CC2)CC1 (stereo not drawn)	1.2	0.1	-2.3	-0.4	2.6	-0.2	0.9	-1.6	1.0
Cc1cccc(NC2(C(F)(F)F)N=C3SCCN3C2=O)n1 (stereo not drawn)	4.4	-0.3	-0.9	2.3	1.6	3.9	4.3	3.2	2.8
O=C(CSc1ccc(-c2nc3ccccc3[nH]2)cn1)Nc1ccc(S(=O)(=O)NC2CC2)cc1	-11.2	-7.6	-57.3	-63.4	-97.8	-46.3	-99.1	-70.3	3.7
Cn1cc(NC(=O)OCc2ccc(Cl)cc2)c(C(F)(F)F)n1	8.9	-0.5	-2.6	9.6	4.9	-4.7	4.0	6.3	4.6
Cc1cc(C(=O)Nc2sc3c(c2C#N)CCC(C)C3)no1 (stereo not drawn)	13.1	-0.9	2.5	-3.3	6.8	10.1	-3.6	3.1	4.6
COc1ccc(NC(=O)CSc2ccc(NC(C)=O)cc2)cc1S(=O)(=O)N1CCOCC1	x	1.2	x	x	8.8	13.2	x	-2.1	x
COc1ccc(C2C(C#N)=C(N)Oc3n[nH]c(C)c32)cc1Cn1nnc2ccccc21 (stereo not drawn)	-5.6	3.7	-3.8	9.8	4.8	3.2	1.2	-6.5	-5.8
O=C(NC(=O)c1ccccc1)OCCN1C(=O)c2ccccc2C1=O	3.7	3.5	-3.3	7.4	-7.9	-6.7	-5.5	0.2	3.2
O=C(Cn1nnc2ccccc21)NNC(=O)c1ccccc1	1.8	9.7	2.0	1.6	-0.2	-0.7	8.3	3.0	-18.8
O=C(/C=C/c1cccc([N+](=O)[O-])c1)c1ccc2c(c1)OCCO2	2.0	1.3	-1.7	-4.6	4.3	1.0	-4.5	-1.9	9.0
O=C(CSc1nc2ccccc2o1)NCC(=O)c1ccccc1	-4.9	2.8	-2.8	-3.9	8.6	2.0	0.5	-4.4	-0.4
O=C(NCC(=O)N1CCN(c2ncccn2)CC1)c1cccs1	4.1	-1.2	-2.8	3.3	6.1	0.9	-0.7	5.3	-1.0
Cc1ccnc2nc(C(=O)Nc3nc4ccccc4s3)nn12	-6.9	-10.4	-0.3	12.1	4.8	4.8	-8.2	7.7	-3.9
CCc1cc(=O)oc2cc(C)cc(OCC(=O)N3CCC(C(=O)O)CC3)c12	1.4	-0.8	4.9	-1.5	3.3	15.3	4.7	-7.0	4.1
CCn1c(C(=O)N2CCCC(C(=O)O)C2)cc2sccc21 (stereo not drawn)	2.0	0.0	2.3	4.2	0.6	7.3	0.1	-1.3	15.2
COc1ccc(OC)c(CCNC(=O)c2nn(C)c3c2CS(=O)(=O)c2ccccc2-3)c1	0.5	-0.1	-1.1	6.7	11.0	3.8	2.7	-3.4	-1.0
O=C(NCC1COc2ccccc2O1)c1ccc(NC(=O)c2ccco2)cc1 (stereo not drawn)	-4.4	-2.0	0.3	-14.1	1.2	-39.7	2.2	-9.1	-11.1
Cn1c2ccccc2c2nnc(SCc3ccc4nonc4c3)nc21	-4.5	4.0	-3.8	1.1	11.1	3.1	-3.9	3.3	5.8
CCn1ncc(Br)c1C(=O)Nc1ccc2c(c1)OCCO2	-4.8	1.7	2.9	8.9	-4.2	8.0	9.3	1.1	-4.3
O=C(Nc1ccc(N2CCOCC2)cc1)c1ccc(COc2ccccc2)cc1	-19.0	-0.5	-3.0	-1.0	3.7	12.0	-5.6	-0.7	6.2
COC(=O)c1ccc(Oc2nc(Nc3ccc(C)c(C)c3)nc(N(C)C)n2)cc1	-4.5	-1.4	-3.7	1.2	-9.8	8.2	-6.5	5.4	-8.3
Cc1ccnc(SCC(N)=O)n1	-1.6	1.3	0.1	3.6	4.2	4.9	5.6	-5.0	-1.8
CCCc1[nH]nc2c1C(c1ccccc1OC)C(C#N)=C(N)O2 (stereo not drawn)	2.7	-2.6	-1.6	1.6	7.6	-7.4	-0.3	1.7	5.1
O=C(Nc1ccccc1)c1cccnc1N1CCCC1	-4.8	-2.4	-3.9	-0.5	-11.3	7.9	1.2	-0.7	-4.4
Cc1ccc(N2C(=O)SC(Cc3ccccc3)C2=O)cc1 (stereo not drawn)	-3.6	-2.9	4.9	3.8	3.8	-6.0	14.2	-3.9	-6.7
CCn1nnc(NC(=O)c2ccc(-c3ccccc3[N+](=O)[O-])o2)n1	-2.4	-2.3	1.5	10.7	8.1	4.0	3.9	4.1	-1.6
O=C(COC(=O)Cn1c(C(F)(F)F)nc2ccccc21)Nc1ccc2c(c1)OCCO2	-13.1	0.1	-0.5	2.0	0.1	16.3	7.1	3.0	-12.4
Cc1ccc(C2=[N+]([O-])C3(CCCCC/C3=N\NC(N)=O)N(O)C2(C)C)o1 (stereo not drawn)	11.1	3.8	2.3	3.9	2.1	19.0	1.0	7.0	0.8
Cc1cccc(NC(=O)CS(=O)(=O)Cc2ccccc2)n1	5.0	2.1	-0.6	1.7	4.3	-3.9	3.2	5.0	-0.9
CCC(CC)COC(=O)C1=C(C)NC(=O)NC1c1ccc2c(c1)OCO2 (stereo not drawn)	-1.9	-5.5	4.6	-34.2	3.1	-6.9	-0.3	6.7	-8.4
C=CCn1c(SCC#N)nc2c(c1=O)C(C)(C)Cc1ccccc1-2	-7.6	-3.4	2.4	-2.9	1.5	35.4	6.2	0.0	-9.7
Cc1ccc(Nc2c([N+](=O)[O-])cc(C(=O)N3CC(=O)Nc4ccccc43)cc2[N+](=O)[O-])c(C)c1	0.7	2.8	0.3	23.0	-0.6	-102.2	26.7*	-2.4	-9.6
CCn1c(SCC(=O)NCc2ccc3c(c2)OCO3)nnc1-c1ccncc1	6.3	-2.2	1.7	12.4	8.3	5.4	-5.8	-0.6	4.8
N#CCc1nc2ccccc2c(=O)[nH]1	-5.3	-15.9	0.7	-7.6	0.1	-1.6	4.6	3.6	8.9
